# Screening results: PubChem, Broad Institute
# LGR2 antag – Drosophila LGR2 receptor signaling inhibition | HEK293 LGR2, CRE-luciferase, bursicon-stimulated, 4 h | inhibition, % at 9.99 µM | 380,000 tested, 0.35% active;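 active = drop in luminescence signal, shown as inhibition above about 50% in the replicate tests, limit read from the data, passing the limit was not always enough; inconclusive = probably only some replicates passing the limit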;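 note: agonist challenge used bursicon conditioned medium at about half maximal strength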
# PAX8 reporter – lowers PAX8-driven luciferase in RMG-I cells; RMG-I TPO-luciferase reporter, SteadyGlo, 24 h; inhibition, % at 12.6 µM; 360,000 tested, 1.2% active; AID 652154;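 active = mean replicate inhibition at least 60% with every replicate also reaching 60%; inconclusive = only one of the two criteria is met; inactive = mean below 60% and not all replicates reaching 60%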;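 note: luciferase light reporting Pax8 driven TPO promoter activity; plate controls were median of neutral control wells for no effect and mitoxantrone controls for full effect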
# EWS-Fli block – inhibitors of EWS/Fli oncoprotein transcriptional activity; A673 NR0B1-luciferase reporter, viability-normalised; inhibition, % at 12.6 µM; 350,000 tested, 0.67% active;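 active = mean inhibition of at least 50% after viability correction, with every replicate also passing that limit; inconclusive = mean reaches 50% but only one of two replicates passes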;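 note: firefly luciferase signal divided by Alamar Blue viability fluorescence both relative to DMSO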
# FN deposition inh – fibronectin deposition inhibition; AH1F fibroblasts, Alexa488-fibronectin deposition fluorescence, overnight; 350,000 tested, 0.086% active; inhibition, % at 12.6 µM; AID 743247;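 active = mean inhibition across replicates of 30% or more, regardless of how many single replicates reach that level; inconclusive = mean under 30% yet at least half of replicates reach 30%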;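 note: positive control wells lacked labelled fibronectin entirely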
#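 Test system: AH1F fibroblast monolayer depositing Alexa488-labelled fibronectin into matrix. Input: 10000 cells per well. Technique: fluorescence, ex 485 nm, em 525 nm. Buffer or medium: DMEM plus 2% serum, read in PBS. Timing: 1 h cell adhesion before compound, then overnight fibronectin incubation. Compound: single dose, pinned. Read-out basis: inhibition from reduced deposited-fibronectin fluorescence.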
# miR122 inh – inhibitors of miR-122 in Huh7 cells; Huh7 miR-122 Renilla luciferase sensor, 48 h; neutral wells = 0, positive control = 100; activation (reporter increase), % at 12.5 µM; 340,000 tested, 0.3% active; AID 602342;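 active = mean replicate activation score at least 90 and every replicate individually at or above 90; inconclusive = only one of the two criteria met; inactive = neither criterion met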;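 note: higher luciferase means less miR-122 activity so hits act as miR-122 inhibitors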
# Cneo AK release – Cryptococcus neoformans lysis via adenylate kinase release; AID 651654; lysis activity, % at 15 µM; 360,000 tested, 0.2% active; C. neoformans lysis, adenylate kinase release luminescence, 4 h; normalised: neutral wells 0, clomiphene wells 100;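 active = mean lysis activity across replicates of at least 80%, whatever share of replicates individually reach that level; inactive = mean lysis activity below 80%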
#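 read-out = cell lysis signal | test system = log-phase Cryptococcus neoformans yeast cells | input = cells at 5 × 10^6 per mL | medium = fresh YPD growth medium | signal = luminescent adenylate kinase detection reagent | timing = 4 h at 37 °C static, read 1 h later | dosing = single dose | controls = Clomiphene as positive lysis control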
# Casp6 inh – inhibitors of human caspase-6. purified caspase-6, Z-VEID-R110 cleavage fluorescence. 350,000 tested, 0.53% active. P55212. AID 686996. inhibition, % at 12.5 µM;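 active = mean inhibition across replicates at least about 35%, with every replicate also reaching that limit, limit read from the data; inconclusive = only one of the two criteria met; inactive = neither criterion met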;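 note: 0% = median of neutral control wells and 100% = no fluorescence left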
# Target sequence (P55212 24-179 limits assumed): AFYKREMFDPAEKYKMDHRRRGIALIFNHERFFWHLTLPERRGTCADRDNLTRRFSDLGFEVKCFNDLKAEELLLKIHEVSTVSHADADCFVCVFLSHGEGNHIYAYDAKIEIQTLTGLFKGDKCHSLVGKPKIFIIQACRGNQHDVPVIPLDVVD
# Target sequence (P55212 194-293 limits assumed): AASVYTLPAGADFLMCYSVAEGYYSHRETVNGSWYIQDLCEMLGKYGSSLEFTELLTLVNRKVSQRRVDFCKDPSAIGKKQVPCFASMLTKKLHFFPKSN
# PGC1a acetyl inh – lowers PGC1a acetylation signal in U2OS cells; AlphaScreen anti-acetyl-lysine; with virally co-expressed GCN5 acetyltransferase; inhibition, % at 15.6 µM; 350,000 tested, 0.17% active;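 active = every replicate shows inhibition of at least 40%; inconclusive = mean inhibition at least 40% but some replicate below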;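 note: 0% = neutral control wells and 100% = positive control wells; some results beyond the cut were filed as inactive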
# An asterisk follows results filed as active; u = inconclusive; x = no result given; [ ] = remark or other dose.
SMILES,LGR2 antag,PAX8 reporter,EWS-Fli block,FN deposition inh,miR122 inh,Cneo AK release,Casp6 inh,PGC1a acetyl inh
CCCNC(=O)C[C@H]1CC[C@@H]2[C@@H](COc3ccc(NC(=O)Nc4ccccc4)cc3C(=O)N2C)O1,-6.9,5.3,-3.8,x,12.5[16.7 µM],-2.0,x,-20.0
COc1ccc(NC(=O)CC2C(=O)N(c3ccc(F)cc3)C(=S)N2NC(=O)c2ccc(Cl)cc2)cc1 (stereo unspecified),14.4,x,x,x,-3.4,-3.5,x,-8.8
CC1CCN(CC(O)COc2ccc(C(=O)c3ccccc3)cc2)CC1 (stereo unspecified),0.3,-5.7,10.1,1.4,7.4,-0.9,-4.0,x
CCOc1ccc(NC(=O)NC(C)c2ccc3c(c2)OCO3)cc1 (stereo unspecified),5.0,-0.5,10.2,x,-4.6,-2.7,-0.1,2.9
CCn1c2ccccc2c2cc(Nc3cc(C)nc4ncnn34)ccc21,-0.4,96.3*,64.2*,-17.1,u,-0.6,7.5,-18.7
N/C(=N\OC(=O)c1ccc2c(c1)OCO2)c1ccc(Cl)cc1,-46.7,x,-34.2,x,-2.1,0.7,-0.3,10.7
CC1Cc2ccccc2N1C(=O)COC(=O)c1ccc(N(C)C)cc1 (stereo unspecified),-5.0,-10.4,-3.5,4.7,x,-2.6,3.5,2.6
COc1cccc(C(=O)Nc2ccc3c(c2)C(=O)N(C)C[C@H](OC)[C@@H](C)CN(CC2CC2)[C@H](C)CO3)c1,5.2,-9.9,4.5,-2.7,x,-4.0,-2.8,8.3
CC1CN(C(c2cccs2)c2sc3ncnn3c2O)CC(C)O1 (stereo unspecified),9.2,16.3,3.2,3.6,-2.7,-1.3,-1.4,17.9
CCC12CCC3c4ccc(O)cc4CCC3C1CC(O)C2O (stereo unspecified),8.3,14.0,10.4,7.6,61.0,x,-0.6,-2.8
COc1cc(/C=C2\SC(=O)N(c3cccc(Cl)c3)C2=O)cc([N+](=O)[O-])c1O,4.1,1.3,9.0,-8.7,x,x,-6.7,-4.3
CCC1CCCCN1C(=O)COc1ccc(N(C)S(=O)(=O)c2ccc(C)cc2)cc1 (stereo unspecified),-5.9,4.8,6.1,2.0,x,-1.7,-77.7,x
COc1cccc(-c2cnc3c(c2)C(=O)N([C@@H](C)CO)C[C@@H](C)[C@H](CN(C)C(=O)CC2CC2)O3)c1,-2.4,x,0.9,-2.6,-6.1[16.7 µM],-6.2,-1.4,-0.2
O=C(Nc1ccccc1)N1CCCCN2[C@H](CO)[C@H](c3ccc(C#CC4CC4)cc3)[C@H]2C1,-16.3,4.8,x,x,3.8[16.7 µM],0.8,-3.0,-18.2
COCC#Cc1ccc2c(c1)O[C@H](CN(C)S(C)(=O)=O)[C@@H](C)CN([C@@H](C)CO)S2(=O)=O,-6.6,x,-5.3,-4.2,-3.1[16.7 µM],39.5,0.6,-15.1
COCC#Cc1ccc([C@@H]2[C@H]3CN(C(=O)c4ccncc4)CC(=O)N3[C@H]2CO)cc1,4.5,-3.5,-2.5,3.1,x,x,1.2,-1.9
C[C@@H]1CCCCO[C@H](CN(C)C(=O)Nc2ccccc2)[C@H](C)CN([C@H](C)CO)C(=O)c2cc(NC(=O)Nc3ccccc3)ccc2O1,5.8,10.5,x,8.0,-15.6[16.7 µM],70.6,-2.5,-13.2
CCOc1ccc(N2C(=O)CC(N3CCN(c4ccc(Cl)cc4)CC3)C2=O)cc1 (stereo unspecified),7.3,19.2,6.7,6.9,-8.0,3.6,-2.0,5.5
Cc1oc(CN2CCOCC2)cc1C(=O)O,27.1,12.0,-3.1,9.7,-8.8,x,3.0,6.1
CCc1ccc(OCC(=O)NN2Cc3ccccc3C2=N)cc1,-3.5,-19.9,7.7,2.7,4.0,x,-2.5,7.2
C[C@@H]1CN([C@H](C)CO)C(=O)c2cc(NC(=O)CCC(F)(F)F)ccc2O[C@@H](C)CCCCO[C@H]1CN(C)Cc1ccc(C(F)(F)F)cc1,47.4,-7.1,23.6,x,-4.5[16.7 µM],5.9,1.6,16.9
CCCN(C)C[C@H]1OCCCC[C@@H](C)Oc2ccc(NS(=O)(=O)c3ccccc3)cc2C(=O)N([C@H](C)CO)C[C@H]1C,2.8,17.6,-0.7,2.6,-1.7[16.7 µM],-1.5,-0.9,-3.7
CCOC(=O)c1cc(-c2ccccc2)sc1NC(=O)C(C)OC(=O)c1cccnc1OCC (stereo unspecified),-17.7,52.5,-5.0,-4.5,x,x,-6.4,x
C[C@@H]1CCCCO[C@H](CN(C)C(=O)Cc2ccccc2)[C@@H](C)CN([C@H](C)CO)C(=O)c2cc(NC(=O)C3CCCCC3)ccc2O1,-12.7,-9.6,-5.3,x,17.2[16.7 µM],0.4,x,-1.2
CO[C@@H]1CN(C)C(=O)c2ccc(NC(=O)C3CC3)cc2OC[C@H](C)N(C(=O)c2ccccc2F)C[C@H]1C,18.8,-7.4,2.5,-7.0,7.7[16.7 µM],-0.3,-1.3,2.9
CC(C)NC(=S)N/N=C/c1sc(N2CCCCC2)nc1-c1cccs1,-25.0,-20.8,-23.0,1.3,-0.4,0.4,1.2,-0.2
Cc1onc(-c2c(F)cccc2Cl)c1C(=O)OCC(=O)Nc1c(C)n(C)n(-c2ccccc2)c1=O,x,x,x,-6.1,-3.6,2.0,x,-2.1
Cn1c(CSCCOc2ccccc2)n[nH]c1=S,x,-10.6,11.4,5.3,-0.8,0.0,44.8*,x
COc1cccc(S(=O)(=O)N2CC[C@H]3[C@H](CO)Nc4ccc(-c5ccc(C#N)cc5)cc4[C@H]32)c1,0.0,9.8,2.9,18.7,2.6[16.7 µM],-7.5,x,-2.7
COc1cc(OC)c(S(=O)(=O)N2CCN(C(=O)c3ccco3)CC2)cc1NC(C)=O,3.9,24.3,12.2,-6.9,-4.2,0.2,-0.6,-3.1
COC(=O)c1cc(-c2ccccc2)nc2nc(SC)[nH]c(=O)c12,-14.5,-32.1,4.6,x,0.7,-1.0,-3.5,2.3
CO[C@@H]1CN(C)C(=O)c2ccc(NC(C)=O)cc2OC[C@H](C)N(C(=O)C2CCOCC2)C[C@@H]1C,-0.8,x,1.0,-4.8,-18.3[16.7 µM],-0.8,x,-5.0
COc1ccccc1N1CCN(C(CNS(C)(=O)=O)c2cccnc2)CC1 (stereo unspecified),-3.0,-8.2,-3.6,-3.3,-6.2,-0.1,-7.0,-6.1
C[C@@]12C(=O)N(CC3CC3)CC(=O)N1[C@H](C1CC1)[C@@H]1C(=O)N(c3ccccc3)C(=O)[C@@H]12,x,-16.1,-0.7,5.5,-2.2,-0.2,0.8,-2.4
COc1ccc(CN(C)C[C@@H]2Oc3ccc(NS(=O)(=O)c4ccc(Cl)cc4)cc3CC(=O)N([C@H](C)CO)C[C@@H]2C)cc1,7.0,0.1,-4.4,x,-1.5[16.7 µM],45.8,0.7,-1.6
C[C@H](CO)N1C[C@H](C)[C@H](CN(C)S(=O)(=O)c2cccs2)Oc2ccc(NC(=O)Nc3ccc(F)cc3)cc2C1=O,x,x,4.0,x,19.1[16.7 µM],3.8,1.8,-9.3
Cn1c(NC(=O)c2ccc(F)cc2)nc2ccccc21,-90.9,-80.4,-28.9,3.1,6.7,-16.5,2.0,-7.1
Nc1nc2c(ncn2[C@@H]2O[C@H](CNCc3ccc(Oc4cc(-n5cccn5)ncn4)cc3)[C@@H](O)[C@H]2O)c(=O)[nH]1,-8.1,7.0,-13.8,3.0,-0.6,-0.5,3.2,13.0
S=C(Nc1ccc2snnc2c1)N1CCN(c2ccccn2)CC1,x,-22.4,x,-4.9,13.3,0.1,-0.3,2.0
COc1ccc(NC(=O)CSc2ccc3nnc(-c4ccccn4)n3n2)cc1OC,-0.9,16.3,x,x,x,-0.9,-2.7,x
C[C@@H]1CN([C@H](C)CO)C(=O)Cc2cc(NC(=O)Nc3ccccc3)ccc2O[C@H]1CN(C)C(=O)Nc1ccccc1,0.3,-6.3,-1.6,x,-5.3[16.7 µM],2.4,0.4,x
Cc1cnc(C(=O)OCC(=O)NCCCc2ccccc2)cn1,-3.2,16.8,1.6,-2.7,x,x,3.9,x
C[C@H](NC(=O)C[C@@H]1CC[C@H]2[C@@H](COC[C@H](O)CN2C(=O)Nc2ccccc2)O1)c1ccccc1,21.3,8.3,1.0,-2.8,7.6[16.7 µM],-0.7,-1.9,0.4
CC(C)(C)N1CSC(=S)N(Cc2ccccc2)C1,4.6,-13.2,-5.0,x,-1.1,-1.5,3.3,3.0
COCC(=O)N(C)C[C@H]1Oc2ncc(C3=CCCC3)cc2C(=O)N([C@@H](C)CO)C[C@H]1C,-0.9,-14.8,-16.9,x,x,0.8,x,-0.6
COc1cccc(S(=O)(=O)N2CC3(CCN(C)CC3)c3c([nH]c4cc(OC)ccc34)[C@@H]2CO)c1,-6.5,-8.1,1.1,x,x,x,x,-0.2
Cc1oc(=O)c(NC(=O)c2cccc(Cl)c2)cc1C(=O)c1ccccc1,-30.0,-44.5,x,-8.8,-5.4,-1.8,7.1,9.3
CCN(Cc1ccccc1)S(=O)(=O)CCNC(=O)c1ccccc1,-3.2,8.1,-1.3,1.4,-6.8,-1.4,-3.9,13.1
CCC(CC)C(=O)Nc1ccc(C(=O)c2ccccc2)cc1,7.8,x,x,x,-5.8,1.6,x,-0.6
COc1ccc(OCC(O)CN(C)C(=O)C(C)Oc2ccccc2)cc1 (stereo unspecified),0.6,-1.8,9.4,-6.9,-1.2,0.3,1.2,-8.5
O=C(CN1CCCCCC1)N/N=C/c1cccs1,17.4,x,x,x,-3.8,-0.6,x,11.9

# Rewritten as tab-separated lines: entries from further up.
SMILES	LGR2 antag	PAX8 reporter	EWS-Fli block	FN deposition inh	miR122 inh	Cneo AK release	Casp6 inh	PGC1a acetyl inh
COc1cccc(S(=O)(=O)N2CC3(CCN(C)CC3)c3c([nH]c4cc(OC)ccc34)[C@@H]2CO)c1	-6.5	-8.1	1.1	x	x	x	x	-0.2
Cc1oc(=O)c(NC(=O)c2cccc(Cl)c2)cc1C(=O)c1ccccc1	-30.0	-44.5	x	-8.8	-5.4	-1.8	7.1	9.3
CCN(Cc1ccccc1)S(=O)(=O)CCNC(=O)c1ccccc1	-3.2	8.1	-1.3	1.4	-6.8	-1.4	-3.9	13.1
CCC(CC)C(=O)Nc1ccc(C(=O)c2ccccc2)cc1	7.8	x	x	x	-5.8	1.6	x	-0.6
COc1ccc(OCC(O)CN(C)C(=O)C(C)Oc2ccccc2)cc1 (stereo unspecified)	0.6	-1.8	9.4	-6.9	-1.2	0.3	1.2	-8.5
O=C(CN1CCCCCC1)N/N=C/c1cccs1	17.4	x	x	x	-3.8	-0.6	x	11.9
